# EPAC2 ag: EPAC2 (human) agonism. Q8WZA2. EPAC2 activation, biochemical qHTS; response scale: 100% = 6.5 mM cAMP response. Potency, µM (titrated, usually from 154 µM), for the others: at the highest dose activation, usual class: activators. actives 0.079% (n = 360,000); also: potency is read from the fitted curve at half-maximal effect; nearly all actives have a fitted effect of over 50% in size
# Target sequence (Q8WZA2 whole entry, looked up): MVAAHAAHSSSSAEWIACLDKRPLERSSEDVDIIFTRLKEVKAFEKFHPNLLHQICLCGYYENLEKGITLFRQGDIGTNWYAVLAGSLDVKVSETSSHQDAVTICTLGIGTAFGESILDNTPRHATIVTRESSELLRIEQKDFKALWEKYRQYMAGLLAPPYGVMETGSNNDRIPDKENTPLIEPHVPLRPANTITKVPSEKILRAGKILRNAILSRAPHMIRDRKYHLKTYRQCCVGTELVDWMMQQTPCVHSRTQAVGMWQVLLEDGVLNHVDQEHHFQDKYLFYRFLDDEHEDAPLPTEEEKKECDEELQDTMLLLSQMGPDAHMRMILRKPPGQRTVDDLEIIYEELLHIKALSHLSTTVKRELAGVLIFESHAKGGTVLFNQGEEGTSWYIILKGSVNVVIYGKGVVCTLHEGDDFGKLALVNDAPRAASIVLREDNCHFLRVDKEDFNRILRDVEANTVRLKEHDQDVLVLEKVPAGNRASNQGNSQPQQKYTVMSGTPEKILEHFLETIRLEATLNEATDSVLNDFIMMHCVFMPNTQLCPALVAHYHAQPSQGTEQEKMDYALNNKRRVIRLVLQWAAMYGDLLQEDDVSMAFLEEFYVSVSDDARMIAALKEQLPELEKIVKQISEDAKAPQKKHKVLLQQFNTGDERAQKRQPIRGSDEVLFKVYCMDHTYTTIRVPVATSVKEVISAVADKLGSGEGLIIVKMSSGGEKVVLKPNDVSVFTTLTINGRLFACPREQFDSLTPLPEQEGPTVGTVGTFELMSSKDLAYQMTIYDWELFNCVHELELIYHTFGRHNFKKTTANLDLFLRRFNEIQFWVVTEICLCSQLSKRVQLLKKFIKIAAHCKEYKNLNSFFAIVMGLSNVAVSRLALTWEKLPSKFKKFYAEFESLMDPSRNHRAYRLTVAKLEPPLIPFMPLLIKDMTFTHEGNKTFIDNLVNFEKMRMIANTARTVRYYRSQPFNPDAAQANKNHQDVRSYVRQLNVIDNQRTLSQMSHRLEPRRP
#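 In this primary screen, activation is scored as increased exchange of BODIPY-GDP from Rap1B by 100 nM EPAC2, with 50 uM GDP as competitor. Signal is normalized to the 6.5 mM cAMP agonist control.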
# ATXN2 expr inh: inhibitors of ATXN2 expression; HEK-293 ATXN2-luciferase reporter, luminescence, 24 h; Potency, µM (doses to about 57 µM), without a hit: at the top dose activity change, negative = inhibition, hits mostly inhibitors; actives 0.72% (n = 360,000); AID 1745845; also: potency is read from the fitted curve at half-maximal effect; % is scaled to controls: 0 for no effect and ±100 for the full control effect; nearly all actives have a fitted effect of over 55% in size
#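 ATXN2-luciferase reporter cells (luciferase flanked by upstream and downstream ATXN2 gene portions) were treated 24 h at 37 °C with compounds at up to 57 uM. SteadyGlo luminescence gave expression; GF-AFC fluorescence gave viability.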
# S2 tox: reduces viability in counter-screen for ATXN expression inhibitors. S2 cells (HEK-293 line with an ATXN2-luciferase reporter) viability, CellTiter-Fluor protease fluorescence, 24 h. Potency, µM (doses to about 56.7 µM), hits mostly cytotoxic. AID 651635. actives 0.49% (n = 400,000); also: potency is read from the fitted curve at half-maximal effect; nearly all actives have a fitted effect of over 40% in size
# TGFb inhibitor: inhibitors of TGF-b signaling. HepG2 CAGA-GFP TGF-b/SMAD3 reporter, GFP fluorescence, 18 h; TGF-beta stimulated, 500 pg/mL final. Potency, µM (series often up to 46.1 µM), without a hit: top-dose activity, negative = inhibition, usual class: inhibitors. actives 1.2% (n = 410,000); also: potency is read from the fitted curve at half-maximal effect; % is scaled to controls: 0 for no effect and ±100 for the full control effect; nearly all actives have a fitted effect of over 65% in size
#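 Smad-responsive CAGA-GFP expression was quantified in HEPG2 cells exposed to compounds and 500 pg/mL final TGF-beta for 18 h at 37 degrees C; unstimulated wells defined full inhibition.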
# HepG2 tox: counter-screen for TGF-b inhibitors: cytotoxicity in HepG2 cells | Potency, µM (series often up to 46.1 µM), without a hit: at the top dose activity change, negative = cytotoxicity, usual class: cytotoxic | HepG2 CAGA-GFP viability, ATP luminescence, 18 h | AID 588856 | actives 0.76% (n = 410,000); also: potency is read from the fitted curve at half-maximal effect; some results filed as inactive show a strong effect at the top dose
#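 HepG2 CAGA-GFP cells (1000/well, DMEM with 1% FBS) received compound, then TGF-beta at 500 pg/mL final, and were incubated 18 hours at 37 degrees C. Viability was read by CellTiter-Glo luminescence. Media-only wells were set as complete cell-killing and DMSO as no toxicity.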
# Nrf2 activator: activators of Nrf2 (ARE) signaling. AREc32 ARE-luciferase reporter (MCF7-derived line), luminescence, 24 h. Potency, µM (titrated, usually from 46.1 µM), inactives show at the highest dose activation, most hits filed as activators. actives 0.31% (n = 410,000); also: potency is read from the fitted curve at half-maximal effect; % of control where 0% means no effect; nearly all actives have a fitted effect of over 65% in size
#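 Reporter line AREc32 (ARE-Fluc), seeded overnight in OPTI-MEM with 5% FBS; compound pin-transferred, 24 hr at 37 deg C, 5% CO2; luminescent read-out.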
# A549 tox: A549 cytotoxicity, counter-screen for Nrf2 inhibitors; Potency, µM (series often up to 46 µM), inactives show at the highest dose activity change, negative = cytotoxicity, hits mostly inhibitors; actives 0.16% (n = 390,000); A549 ARE-Fluc cells, CellTiter-Fluor viability, 18-24 h; AID 504648; also: potency is read from the fitted curve at half-maximal effect; % is scaled to controls: 0 for no effect and ±100 for the full control effect
#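 A549 ARE-Fluc cells in 5% FBS OPTI-MEM, 5000 cells/well, rested 2 h then exposed to compounds in concentration-response for 18-24 h at 37 °C. Viability by CellTiter-Fluor fluorescence (Ex 405/Em 525) after 30 min; luciferase luminescence (BugLite, 15 min, RT) read afterwards.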
# Nrf2 block: Nrf2 pathway inhibition | A549 ARE-Fluc reporter, luciferase luminescence, 18-24 h | Potency, µM (highest dose often 46 µM), for the others: at the top dose activity change, negative = inhibition, most hits filed as inhibitors | actives 2.1% (n = 360,000) | AID 504444; also: potency is read from the fitted curve at half-maximal effect; % is scaled to controls: 0 for no effect and ±100 for the full control effect; nearly all actives have a fitted effect of over 60% in size
#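 Two sequential reads on A549 ARE_Fluc cells exposed to compound for 18-24 h: a CellTiter-Fluor fluorescence read for viability, then a luciferase luminescence read for Nrf2/ARE activity.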
# IL2 activator: IL-2 activation. activation, % (series mostly up to about 46 µM). IL-2 activation reporter assay, cell-based qHTS; stimulated with anti-CD3/CD4/CD28 beads; in transgenic mouse T cells. actives 0.065% (n = 360,000); in the data active = activation above about 50%; inconclusive = mostly about 30% to 49%; also: 0% is about no effect
#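 Unstimulated transgenic mouse T cells preincubated 60 min with compound, then stimulated with anti-CD3/anti-CD4-coated beads plus anti-CD28 for 18 h at 37 degrees C. IL-2 response read as EGFP and DsRed fluorescence by plate cytometry.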
# Active calls of the source: *; i = inactive; ? = inconclusive; nt = not tested or not shown; & = joins results of further samples; [ ] = another dose, or the depositor's remark. Unless noted, calls follow the shape of the dose curve; as a rule, active = well fitted curve in the direction sought with a large enough effect; inconclusive = small, poorly fitted or top-dose-only effect, or another doubt; inactive = no such curve, though single readings can be large; an effect the other way counts as inactive or inconclusive. The list is partial; the hit share may differ from the screen's.
SMILES,EPAC2 ag,ATXN2 expr inh,S2 tox,TGFb inhibitor,HepG2 tox,Nrf2 activator,A549 tox,Nrf2 block,IL2 activator
CCc1ccc(N2C(=O)NC(=O)/C(=C/c3cccn3CCOc3ccc(C(C)CC)cc3)C2=O)cc1 (stereo not given),3%,nt,i,9%,5%,-0.5%,-2%,?,-0.8
C=CC1CN2CCC1CC2[C@@H](OC(=O)c1ccc(OC)cc1)c1ccnc2ccccc12 (stereo not given in full),15%,-27%,i,?,-30%,4.7%,3%,-3%,-4.6
CCn1c(O)c(C=NCCc2c[nH]c3ccccc23)c(=O)[nH]c1=O,-1%,-13%,i,3%,-13%,-0.7%,6%,7%,1.5
Cc1ccc2nc(N3CCC(C(=O)N4CCC5(CC4)OCCO5)CC3)sc2c1,3%,6%,i,-15%,-18%,4.1%,-1%,?,-0.1
COC(=O)C1=C(c2ccc(F)cc2OCc2ccccc2)C[C@@H]2CC[C@H]1N2C(=O)NCc1ccco1,2%,-10%,?,2%,-17%,11%,-2%,-3%,0.0
CC1=CC(C)CC(C)OC(=O)CC(c2ccc(O)cc2)NC(=O)C(Cc2c(Br)[nH]c3ccccc23)N(C)C(=O)C(C)NC(=O)C(C)C1 (stereo not given),-9%,?,0.015µM*,16µM*,-8%,-1.6%,1.8µM*,0.58µM*,-6.6
Cc1ccc(Cn2cccc(C(=O)Nc3ccc4c(c3)OCO4)c2=O)cc1,nt,1%,i,-4%,-3%,0.7%,-1%,nt,nt
CC(C)CCOP(N)(=O)Oc1ccccc1Cl (stereo not given),3%,0%,i,9%,2%,-0.9%,4%,18%,0.9
CNC(=S)N1CCN(CCN=Cc2c(O)n(-c3ccc(C)cc3)c(=S)[nH]c2=O)CC1,12%,nt,i,-5%,-8%,-0.8%,0%,0%,2.5
Clc1cccc(C2NCCc3[nH]cnc32)c1 (stereo not given),-3%,4%,i,4%,10%,1.5%,-7%,nt,-4.8
CCOc1cc(CNCCc2c[nH]c3ccccc23)cc(Cl)c1OCC,6%,?,?,?,-117%,-2.1%,13%,-1%,-3.2
CC(C)[N+](C)(CCC(C(N)=O)(c1ccccc1)c1ccccc1)C(C)C,3%,2%&-9%,i,-11%,6%,4.5%,6%,24%,0.2
O=C(c1ccc2c(c1)N(Cc1ccc(F)cc1Cl)C(=O)c1ccccc1S2)N1CCC2(CC1)OCCO2,nt,nt,nt,11µM*,-19%,-0.1%,-14%,nt,nt
CCN(CC)C(=O)c1ccc(NC(=O)c2ccc(-c3nn(C)c(=O)c4ccccc34)cc2)cc1,-11%,-18%&5%,i,-2%&-7%,5%&-1%,-1.0%&0.3%,-4%&-11%,?,-0.3
CCOC(=O)c1c(C)n(C(C)C)c2ccc(OC)cc12,2%,9%,i,-12%,-33%,0.2%,-2%,10%,-3.8
c1ccc(CCN2CCC(N3CCN(c4ccccc4)CC3)CC2)cc1,-5%,12%,i,16%,3%,0.1%,5%,nt,-0.8
CCN(CC)c1ccc(/C=C/[N+](=O)[O-])cc1,13%,1%[11.3 µM],i,?,-55%,0.7%,2%,4%,11
CNC(=O)Oc1ccc(N(C)C)cc1C(C)C,14%,nt,i,-3%,-17%,0.7%,14%,4%,0.0
N#Cc1ccccc1Cn1cc(C(=O)c2ccco2)c2ccccc21,16%,-3%,i,-3%,-12%,2.5%,-10%,?,-1.5
CC12CCC(O)CC1CCC1C2CCC2(C)C(C(=O)CC(O)C(F)(F)F)CCC12 (stereo not given),-3%,-19%,?,-4%,-20%,2.6%,-4%,-6%,-7.6
Cc1cc(OCC(=O)NCc2cccnc2)c2c3c(c(=O)oc2c1)CCCC3,3%,-11%,i,8%,-6%,4.1%,-16%,?,-1.9
CCOc1ccc(-n2c(CC)nc3ccccc3c2=O)cc1,5%,-13%,i,-31%,-20%,-1.0%,-5%,-6%,-4.2
CN1CCCN(C(=O)COc2ccc(F)cc2Cl)CC1,2%,1%,i,12%,4%,-0.1%,0%,0%,-4.9
CN(C)c1ccc(/C=C2\CC3C4CC=C5CC(O)CCC5(C)C4CCC3(C)C2=O)cc1 (stereo not given),5%,?,i,6%,17%,0.7%,7%,-6%,-2.6
COc1ccc(Oc2cc(NC(=O)c3nn(C)cc3[N+](=O)[O-])cc([N+](=O)[O-])c2)cc1,-3%,-4%,i,10µM*,18µM*,?,-15%,-20%,0.2

# The results go on:
SMILES,EPAC2 ag,ATXN2 expr inh,S2 tox,TGFb inhibitor,HepG2 tox,Nrf2 activator,A549 tox,Nrf2 block,IL2 activator
CC[C@H]1CN2CCC1C[C@@H]2[C@H](O)c1ccnc2ccc(OC)cc12 (stereo not given in full),4%,-2%,i,4%,-5%,0.0%,0%,1%,0.7
COc1ccc(-n2nnnc2C(C2CC2)N2CCC3(CC2)C(=O)NCN3c2ccccc2)cc1 (stereo not given),4%,-4%,i,-1%,0%,0.3%,nt,nt,-0.6
COc1cccc(CN2CCN(Cc3cccc(F)c3)CC2)c1,0%,nt,i,0%,-23%,-0.7%,2%,-6%,1.1
Cc1ccccc1CN1CCN(c2ccc(Cl)cc2)CC1,11%,-10%,i,-12%,-18%,-0.4%,2%,-3%,0.1
CC1(C)CC(n2[nH]c(=O)c3c2NC(=O)CSC3c2ccccc2)CCO1 (stereo not given),12%,-5%,i,11%,-4%,-0.3%,7%,33%,-1.5
O=C(Cn1c(=O)oc2cc(Cl)ccc21)Nc1cccc(C(F)(F)F)c1,nt,nt,nt,?,-39%,-0.1%,2%,nt,nt
O=C1CCCN1c1ccc(S(=O)(=O)O)cc1 (tested in a mixture with another compound),3%,-10%,i,-8%,9%,-0.1%,-2%,17%,0.1
O=C(O)c1ccccc1N=Nc1c(O)[nH]c(=O)[nH]c1=O,7%,-9%,?,2%,2%,0.3%,?,3%,-3.5
Cc1c2cnn(CC(=O)N3CCC4(CC3)OCCO4)c(=O)c2c(C)n1Cc1ccc(F)cc1,?,0%,i,-7%,14%,0.1%,-2%,?,0.1
Cc1ccc(Cn2nc(C(=O)Nc3ccc(Br)cc3)cc2C)cc1,3%,72%[activator],i,?,-17%,4.9%,10%,?,-0.3
NC(N)=N/N=C/c1ccc(N2CCOCC2)cc1,4%,nt,nt,-21%,-12%,-0.1%,-15%,6%,-1.0
CCn1cc2nc(SCc3ccccc3Cl)n(CCc3ccccc3)c(=O)c2n1,nt,-1%,i,0%,-13%,0.2%,2%,18µM*,nt
COc1cc(C(CN)CC(=O)O)ccc1O (stereo not given),-1%,nt,i,13%,0%,0.1%,13%,0%,0.3
Cc1ccc(S(=O)(=O)N2CCCC(C(=O)N3CCC4(CC3)OCCO4)C2)cc1 (stereo not given),2%,-10%,i,?,-7%,0.2%,13%,2%,-2.9
C1=C(c2c[nH]c3ccccc23)CCN(Cc2ccccc2)C1,-3%,-15%,?,?,-51%,7.1%,-6%,6.5µM*,-0.4
COCCN1C(=O)NC(=O)/C(=C\c2ccc(F)cc2)C1=O,3%,24%,i,9%,1%,-0.4%,0%,13%,-0.1
Cc1ccc(NC(=O)c2cc(-c3ccccc3)n(CCCN3CCOCC3)c2C)cc1,7%,-18%,?,3%,8%,-1.3%,-10%,-5%,-1.9
O=[As](O)(O)c1ccc(N=Nc2ccc(O)cc2)cc1,-2%,nt,?,1%,-4%,0.6%,?,-8%,-1.0
O=C1C2C3CCC(O3)C2C(=O)N1c1cccc(F)c1 (stereo not given),1%,nt,i,13%,7%,-0.1%,2%,11%,1.3
CCn1nc(/C=C/c2ccccc2)nc2c(=O)n(C)c(=O)nc1-2,29%,?,nt,0.4µM*,0.89µM*,-2.8%,5.8µM*,?,-1.0
CC(C)(C)N(NC(=O)c1ccccc1)C(=O)c1ccccc1,7%,-1%,i,1%,-20%,0.4%,-13%,-19%,-2.9
CN(C)c1nc(OCCNC(=O)COc2ccc(Cl)cc2Cl)nc(N2CCCCC2)n1,-13%,-11%,i,-21%,-10%,-0.5%,-2%,-25%,-1.8
O=C1/C(=C\c2ccc([N+](=O)[O-])cc2)N2CCC1CC2,7%,-21%[11.3 µM],i,2%,-15%,2.8%,1%,22%,-5.5
Cc1ccccc1CCNCc1cc2cccc(C)c2[nH]c1=O,3%,nt,i,-6%,-39%,2.0%,11%,3%,0.4
CC(=O)N1N=C2C3CCN(CC3)C2C1c1ccc(F)cc1 (stereo not given),8%,3%,i,1%,4%,0.0%,-8%,-20%,0.2
CC(=O)Nc1ccc(N=Cc2c(O)n(Cc3ccco3)c(=O)[nH]c2=O)cc1,-7%,-14%,i,0%,-10%,0.2%,-1%,8%,-3.4
COc1cc2c3cc1Oc1cc(ccc1O)C[C@@H]1c4c(cc(OC)c(O)c4Oc4cccc(c4)C[C@@H]3N(C)CC2)CC[N+]1(C)C,-3%,12%,i,0%,2%,-0.1%,-7%,3%,0.3
O=C(N/N=C/c1c(O)n(-c2ccccc2)c(=O)[nH]c1=O)c1ccncc1,4%,7%,i,?,7%,-0.6%,-17%,1%,-2.3
COC(=O)C1=C(c2ccc(S(C)(=O)=O)cc2)C[C@@H]2CC[C@H]1N2C(=O)NCCCOC(C)C,11%,-1%,i,-10%,-3%,2.0%,0%,-8%,0.4

# One compound at a time, as listed above. Screens in order: EPAC2 ag	ATXN2 expr inh	S2 tox	TGFb inhibitor	HepG2 tox	Nrf2 activator	A549 tox	Nrf2 block	IL2 activator
# Cc1ccc(Cn2nc(C(=O)Nc3ccc(Br)cc3)cc2C)cc1 reads 3%	72%[activator]	i	?	-17%	4.9%	10%	?	-0.3
# C=CC1CN2CCC1CC2[C@@H](OC(=O)c1ccc(OC)cc1)c1ccnc2ccccc12 (stereo not given in full) reads 15%	-27%	i	?	-30%	4.7%	3%	-3%	-4.6
# CC(C)CCOP(N)(=O)Oc1ccccc1Cl (stereo not given) reads 3%	0%	i	9%	2%	-0.9%	4%	18%	0.9

# Screening data: PubChem BioAssay, National Center for Advancing Translational Sciences (NCATS)
